mIAP block: mouse IAP inhibition | purified mouse IAP, CDP-Star luminescence, 30 min | inhibition, % at 10 µM | 330,000 tested, 0.2% active | AID 2806;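 active = inhibition of at least 40% at 10 µM in the primary screen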;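 also: plate controls were DMSO with enzyme for no effect and no enzyme wells for full effect; values of inactives mirror those of a sister screen read the other way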
hIAP act: increases human intestinal alkaline phosphatase activity. activation factor at 10 µM. P09923. 330,000 tested, 0.16% active. purified human IAP, CDP-Star luminescence, 30 min; hits give high values; 1 = vehicle-only enzyme, 0 = enzyme-free background;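 active = activation factor of the enzyme at least 2-fold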; also: the source names both 10 and 20 µM as test concentration; values of inactives mirror those of a sister screen read the other way
Target sequence (P09923 whole entry, looked up): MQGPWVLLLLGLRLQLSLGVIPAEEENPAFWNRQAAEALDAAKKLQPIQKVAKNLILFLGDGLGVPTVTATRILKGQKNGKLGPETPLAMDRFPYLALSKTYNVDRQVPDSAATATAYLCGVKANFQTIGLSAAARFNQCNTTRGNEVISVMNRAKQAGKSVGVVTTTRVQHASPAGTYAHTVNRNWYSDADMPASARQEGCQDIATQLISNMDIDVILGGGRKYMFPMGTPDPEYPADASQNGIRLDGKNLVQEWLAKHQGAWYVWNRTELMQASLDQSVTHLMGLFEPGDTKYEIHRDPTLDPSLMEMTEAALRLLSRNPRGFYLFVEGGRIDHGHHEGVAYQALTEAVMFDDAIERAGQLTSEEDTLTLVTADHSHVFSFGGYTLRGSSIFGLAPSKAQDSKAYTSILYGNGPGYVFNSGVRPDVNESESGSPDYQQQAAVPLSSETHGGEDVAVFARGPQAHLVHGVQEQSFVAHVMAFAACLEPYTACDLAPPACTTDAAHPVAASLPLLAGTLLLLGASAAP
PfGluPho inh: PfG6PD (Plasmodium falciparum) enzyme inhibition. PfGluPho enzyme, NADPH resazurin-diaphorase fluorescence. inhibition, % at 20 µM. 350,000 tested, 0.78% active. AID 504690;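 active = inhibition reaching at least a set limit at 20 µM in the primary screen, cut at about 59% in these data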;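 also: 0% = DMSO wells with substrate and 100% = DMSO wells lacking glucose-6-phosphate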
hIAP block: blocks human intestinal alkaline phosphatase; P09923; purified IAP, CDP-Star luminescence, 30 min; inhibition, % at 10 µM; 330,000 tested, 0.12% active; AID 2544;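 active = inhibition reaching a set limit with compound at 10 µM in the primary screen, cut at about 35% in these data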;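 also: plate controls were DMSO wells with enzyme for no effect and no-enzyme buffer wells for full effect; values of inactives mirror those of a sister screen read the other way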
HKDC1 inh: HKDC1 (human) hexokinase inhibition. recombinant HKDC1, G6PDH/diaphorase resazurin coupled fluorescence. inhibition, % at 20 µM. 340,000 tested, 0.16% active. AID 493160;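 active = inhibition above about 35% when tested at 20 µM, limit read from the data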;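 also: plate controls were DMSO wells with enzyme for no effect and DMSO wells lacking enzyme for full effect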
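Incubation: 90 min at room temperature in dark / Material: recombinant HKDC1 (HK5) hexokinase enzyme, produced in-house / Quantity: enzyme 5 µg/mL final / Compound: one dose of 20 µM, 1% DMSO / Reagent: glucose and ATP substrates / Buffer or medium: Tris pH 8.0 buffer with MgCl2, Tween-20, BSA, BME / Technique: resorufin fluorescence at 613 nm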
A3A deaminase: human APOBEC3A DNA deaminase inhibition. AID 493011. P31941. inhibition, % at 20 µM. recombinant A3A, FAM/TAMRA ssDNA deamination fluorescence. 330,000 tested, 0.41% active;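 active = at least 40% inhibition at 20 µM here, with at most 30% in a related deaminase screen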;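 also: plate controls were A3A with DMSO for no effect and wells lacking A3A enzyme for full effect; some results filed as inactive read as strong as hits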
Target sequence (P31941 whole entry, looked up): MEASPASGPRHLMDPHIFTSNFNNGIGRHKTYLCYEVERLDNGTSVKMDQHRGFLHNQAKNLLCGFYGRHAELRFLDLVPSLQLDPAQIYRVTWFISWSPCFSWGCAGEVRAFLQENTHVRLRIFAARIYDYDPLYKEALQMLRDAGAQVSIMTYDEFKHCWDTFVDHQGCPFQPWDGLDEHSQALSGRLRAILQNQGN
ATG4B inhibitor: blocks human ATG4B protease cleavage of LC3 substrate; Q9Y4P1; ATG4B cleavage of LC3-PLA2, NBD-HPC fluorescence, 1 h; inhibition, % at 8.33 µM; 340,000 tested, 0.51% active; AID 504462; in the data active = inhibition above about 40%
mIAP act: mouse IAP activation; muIAP, CDP-Star luminescence, 30 min; hits give high values; 1 = vehicle-only enzyme signal, 0 = enzyme-free wells; activation factor at 10 µM; 330,000 tested, 0.24% active;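 active = activation factor of at least 2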; also: the source names both 10 and 20 µM as test concentration; values of inactives mirror those of a sister screen read the other way
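Assay system: mouse IAP enzyme; reagent: chemiluminescent substrate CDP-Star; dosing: test compounds delivered from DMSO solution; schedule: 30 min at room temperature; measured by: luminescence from enzymatic CDP-Star hydrolysis; controls: DMSO-only wells and no-enzyme negative control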
The depositor's hits bear a star; . = not tested or not shown.

Each structure is followed by: mIAP block | hIAP act | PfGluPho inh | hIAP block | HKDC1 inh | A3A deaminase | ATG4B inhibitor | mIAP act
1	O=C(COC(=O)CCC(=O)c1ccc(F)cc1)NC1CCCCC1
→ -0.1 | 0.98 | -2.4 | 2.0 | -10.4 | -3.1 | -0.6 | 1
2	COc1ccccc1C(O)c1nccn1C (configuration not stated)
→ -3.5 | 0.889 | -4.6 | 11.1 | -2.4 | -1.4 | 9.5 | 1.03
3	Fc1ccc(Cn2nnc(-c3ccc(Cl)cc3)n2)cc1
→ 9.2 | 0.889 | 6.0 | 11.1 | 2.5 | -2.9 | 7.8 | 0.908
4	O=C(Nc1sc2c(c1C(=O)O)CCC2)c1cccc(Cl)c1
→ 14.9 | 0.791 | 62.4* | 20.9 | 4.9 | -4.9 | 19.8 | 0.851
5	Cc1ccc(S(=O)(=O)Cc2ccc(C(=O)N3CCCC3)o2)cc1
→ 0.0 | 0.907 | -13.4 | 9.3 | -1.2 | -0.7 | -3.0 | 1
6	O=C(CCC1CCN(C(=O)c2ccccc2Cl)CC1)NCc1ccc(F)cc1
→ 1.7 | 0.938 | 6.5 | 6.2 | 0.7 | -1.6 | -1.1 | 0.983
7	CCOc1ccccc1Nc1nnc(SCc2nnc(-c3cc(OC)c(OC)c(OC)c3)o2)s1
→ 5.0 | 0.956 | 42.1 | 4.4 | 48.2* | -7.2 | -14.1 | 0.95
8	COc1ccc(CC2(CO)CCN(CC3=CC[C@H]4C[C@@H]3C4(C)C)CC2)cc1
→ 4.0 | 1.07 | 6.1 | -6.8 | -7.5 | 2.6 | -12.8 | 0.96
9	COc1ccc(S(=O)(=O)NCC2CCCN(Cc3ccccc3C)C2)cc1 (configuration not stated)
→ -2.3 | 1.03 | 4.5 | -3.2 | -0.9 | 1.4 | 12.9 | 1.02
10	Cc1ccc(C(=O)N/N=C(/CC(=O)c2cccs2)C(F)(F)F)cc1
→ 5.1 | 0.825 | -29.8 | 17.5 | -5.2 | -2.7 | 40.6* | 0.949
11	Cc1cc(=O)n2c(-c3ccccc3C)n[nH]c2n1
→ 3.2 | 0.94 | 9.4 | 6.0 | 6.9 | -0.5 | 1.6 | 0.968
12	CCOC(=O)c1cc(/C(C)=N/OC(=O)c2ccc(C(C)(C)C)cc2)on1
→ -8.1 | 1.29 | 0.0 | -29.4 | -0.9 | 6.3 | -13.7 | 1.08
13	COc1ccc(/C(C)=N/NC(=O)CNC(=O)/C=C\c2ccccc2)c(OC)c1
→ -3.9 | 1.16 | -13.0 | -16.1 | -0.6 | -3.6 | -4.0 | 1.04
14	COc1ccc(CC(=O)Oc2ccc(Br)cc2F)cc1S(=O)(=O)N1CCOCC1
→ -0.7 | 1.05 | -5.7 | -5.3 | 2.5 | -3.4 | -1.3 | 1.01
15	CCOc1cc(CNc2ccc(N(C)C)cc2)cc(Br)c1OCC(=O)NC(C)(C)C
→ 12.8 | 1.06 | 58.8 | -6.5 | 3.0 | -4.0 | 3.0 | 0.872
16	Cc1cccc(NC(=O)C2CCN(S(=O)(=O)c3ccc(Cl)cc3)CC2)n1
→ -2.8 | 1.05 | -8.0 | -4.9 | 3.6 | -2.7 | 9.0 | 1.03
17	CCCCC(=O)Nc1ccc(N2CCN(S(C)(=O)=O)CC2)cc1
→ 1.9 | 0.845 | 14.1 | 15.5 | 2.5 | -4.1 | -5.5 | 0.981
18	COc1ccc(C(=O)Nc2ccc(NC(=O)C(C)C)nc2)cc1
→ 0.4 | 1.06 | 2.6 | -6.0 | -6.4 | 4.9 | -4.1 | 0.996
19	O=C(NCCC1CCCCN1S(=O)(=O)c1ccccc1)C(=O)NCC1CCCO1 (configuration not stated)
→ -8.8 | 1.24 | -4.5 | -24.3 | 0.8 | 0.9 | 0.9 | 1.09
20	CCCCn1c(N)c(N(C)C(=O)c2cc3c(F)cccc3s2)c(=O)[nH]c1=O
→ -1.3 | 0.935 | 9.4 | 6.5 | -2.8 | -4.4 | -7.4 | 1.01

An excerpt from above, reduced to hIAP act, mIAP act and mIAP block.
item	structure	hIAP act	mIAP act	mIAP block
12	CCOC(=O)c1cc(/C(C)=N/OC(=O)c2ccc(C(C)(C)C)cc2)on1	1.29	1.08	-8.1
14	COc1ccc(CC(=O)Oc2ccc(Br)cc2F)cc1S(=O)(=O)N1CCOCC1	1.05	1.01	-0.7
5	Cc1ccc(S(=O)(=O)Cc2ccc(C(=O)N3CCCC3)o2)cc1	0.907	1	0.0

New compounds follow
Each structure is followed by: mIAP block | hIAP act | PfGluPho inh | hIAP block | HKDC1 inh | A3A deaminase | ATG4B inhibitor | mIAP act
21	CCOc1ccccc1N(C(=O)c1snc(C(N)=O)c1N)C(C(=O)NCc1ccccc1)c1ccc(O)cc1 (configuration not stated)
→ 0.7 | 0.983 | 0.0 | 1.7 | -1.6 | -2.6 | 0.8 | 0.993
22	Cc1cccc(NC(=O)c2nc[nH]c2C(=O)N[C@@H](CCCCNC(=O)OC(C)(C)C)C(=O)OC(C)(C)C)c1
→ 3.5 | 1.25 | 20.2 | -25.3 | -2.8 | 0.4 | -13.6 | 0.965
23	CC[C@]12c3[nH]c4ccc(Cl)cc4c3CCN1C(=O)[C@@H](CC(=O)NCC13CC4CC(CC(C4)C1)C3)C[C@@H]2C(=O)N1CCN(C(=O)C2CC2)CC1
→ -7.0 | . | 20.9 | . | -1.3 | 5.4 | -22.5 | 1.07
24	COc1ccc(N2C(S)=C(C#N)C(=O)NC23CCCCC3)cc1
→ 4.0 | 0.934 | 2.2 | 6.6 | 2.2 | -2.4 | 4.4 | 0.96
25	NC(=O)CC(NC(=O)c1ccccc1)c1ccc(NC2CCCC2)c([N+](=O)[O-])c1 (configuration not stated)
→ 9.1 | 0.743 | 3.8 | 25.7 | -4.3 | -2.1 | -14.3 | 0.909
26	Cc1cc(Cl)c(OCCOCCN2CCCC(C)C2)c(Br)c1 (configuration not stated)
→ 3.1 | 1.04 | -13.6 | -3.6 | -0.2 | 1.0 | 8.1 | 0.969
27	COc1ccc(CNC(=O)CN(Cc2ccccc2)C(=O)c2csnn2)cc1
→ 0.3 | 1.08 | 4.3 | -7.8 | -3.9 | -1.0 | -0.8 | 0.997
28	NNc1nc2c(-c3ccc(Cl)cc3)nnn2c2ccccc12
→ 12.2 | 0.987 | 13.7 | 1.3 | 0.9 | -2.7 | 5.8 | 0.878
29	COc1ccc(NC(=O)C(C)Sc2nnc(C3CC3)n2C2CC2)cc1 (configuration not stated)
→ 6.8 | 1.07 | 0.6 | -7.4 | -2.9 | 9.3 | -6.7 | 0.932
30	COc1ccc(OCC(=O)Nc2nnc(C)s2)cc1
→ 14.4 | 0.982 | 10.3 | 1.8 | 0.2 | 0.0 | -2.4 | 0.856
31	COc1ccc(C)cc1S(=O)(=O)N1c2ccccc2CC1C (configuration not stated)
→ 9.0 | 0.822 | -0.5 | 17.8 | -3.7 | -1.9 | -5.9 | 0.91
32	Cc1cccc(NC(=O)N2CCCC2C(=O)Nc2ccccc2)c1 (configuration not stated)
→ 4.0 | 1.08 | -13.8 | -8.5 | -4.6 | 1.9 | 8.0 | 0.96
33	Cc1ccccc1CSc1nc2ccccc2c(=O)[nH]1
→ 5.1 | 1.25 | -3.9 | -24.5 | -9.2 | 0.7 | 9.1 | 0.949
34	Cn1c(SCC(=O)N2CCCC2)nnc1-c1ccc(S(=O)(=O)N2CCCC2)cc1
→ 0.6 | 0.89 | -5.1 | 11.0 | -8.2 | 2.6 | 7.5 | 0.994
35	NC(=O)C1(NC(=O)[C@@H]2CC3(CC(c4cccc(NC(=O)[C@@H]5CCC(=O)N5)c4)=NO3)CN2C(=O)c2cnccn2)CC1 (some centres not stated)
→ 6.7 | 0.934 | 7.2 | 6.6 | -2.9 | 0.2 | -3.7 | 0.933
36	Cc1ccc(NC(=O)Cn2nc(C)c(S(=O)(=O)N(C)C)c2C)cc1
→ -0.5 | 1.12 | 2.4 | -12.5 | 2.3 | 2.3 | -0.4 | 1
37	Cc1cccc(C)c1OCC(=O)N=Nc1c(O)[nH]c2ccc(Br)cc12
→ 10.7 | 1 | -8.7 | -0.2 | -3.6 | 1.2 | -0.6 | 0.893
38	C[C@@H]1COC(=O)[C@H](CC(=O)OC(C)(C)C)C/C=C\C[C@@H](CC(=O)NCCO)C(=O)N1
→ -1.7 | 0.929 | -10.2 | 7.1 | -9.4 | -1.9 | 6.8 | 1.02
39	Cc1[nH]c2ccccc2c1C1C(c2ccccc2)=NN=C(C(C)C)N1O (configuration not stated)
→ 4.8 | 1.06 | 39.5 | -5.8 | 3.4 | 3.4 | -17.4 | 0.952
40	Cc1ccc2c(C(=O)CN3CCCCC3CCO)c(C)[nH]c2c1 (configuration not stated)
→ -14.0 | 1.07 | -3.0 | -6.8 | -3.1 | -2.3 | -7.2 | 1.14

(list continues)
Each structure is followed by: mIAP block | hIAP act | PfGluPho inh | hIAP block | HKDC1 inh | A3A deaminase | ATG4B inhibitor | mIAP act
41	CCOc1ccccc1NC(=O)CCNC(=O)c1ccco1
→ -10.4 | 1.3 | -19.6 | -29.6 | 2.2 | 8.4 | 4.6 | 1.1
42	CN(C(=O)COC(=O)C1(C)CC1(Cl)Cl)c1c(N)n(Cc2ccccc2)c(=O)[nH]c1=O (configuration not stated)
→ -12.4 | 1.03 | 0.1 | -3.4 | -7.1 | 4.3 | 4.8 | 1.12
43	Cc1cnc(NC(=O)Cc2cccs2)s1
→ 6.6 | 1.05 | -8.3 | -5.0 | -9.7 | 0.1 | 1.5 | 0.934
44	COc1ccc(CCNc2nc(C)cc(=O)[nH]2)cc1OC
→ 9.1 | 0.779 | -4.3 | 22.1 | 0.9 | 0.2 | -8.4 | 0.909
45	COc1cc(C(=O)NCC(=O)N/N=C(\C)Cc2ccccc2)cc(OC)c1OC
→ -1.8 | 1.06 | 2.3 | -5.6 | -1.8 | 6.6 | -12.1 | 1.02
46	CCOc1ccc(NC(=O)C2CCC(CNc3c(N4CCOCC4)c(=O)c3=O)CC2)cc1 (configuration not stated)
→ -3.7 | 0.958 | 2.0 | 4.2 | -6.3 | 1.3 | 0.0 | 1.04
47	N#Cc1ccc(-c2ccc(F)cc2)nc1SCC(=O)Nc1sc2c(c1C#N)CCC2
→ 8.5 | 0.892 | 1.8 | 10.8 | -4.6 | 0.9 | -5.2 | 0.915
48	COc1ccccc1C(CNC(=O)c1cccc(NS(=O)(=O)c2ccc(Br)cc2)c1)N(C)C (configuration not stated)
→ 1.6 | 1.07 | -15.6 | -7.5 | -2.1 | -4.6 | -9.2 | 0.984
49	CCOC(=O)c1c(C)nc2c(c(SC)nn2-c2ccccc2)c1N
→ 2.7 | 1.09 | 3.9 | -8.7 | 6.0 | -6.0 | 10.7 | 0.973
50	COC(=O)Cn1c(=NC(=O)c2cc(OC)c(OC)c(OC)c2)sc2cc(OC)ccc21
→ 6.3 | 0.842 | -13.6 | 15.8 | -2.8 | -1.4 | -7.9 | 0.937
51	Cn1cc(C(=O)NS(=O)(=O)Nc2ccc(Br)cc2)c2ccccc21
→ 1.3 | 0.62 | 1.3 | 38.0* | -6.1 | -3.8 | -1.0 | 0.987
52	CCCCOC(=O)CSc1nc2c(c(=O)[nH]c(=O)n2C)n1C/C=C(\C)Cl
→ 7.0 | 1.01 | 9.9 | -1.5 | -8.4 | -5.3 | -9.0 | 0.93
53	COC(=O)c1ccc(Nc2nc(N3CCOCC3)nc(N3CCOCC3)n2)cc1
→ 0.3 | 0.877 | 12.5 | 12.3 | -3.0 | -3.6 | -1.2 | 0.997
54	Cc1nc2ccc(Cl)cc2c(-c2ccccc2Cl)c1CC(=O)O
→ 7.2 | 0.932 | 0.0 | 6.8 | 0.5 | -2.3 | -4.9 | 0.928

Screening results deposited in PubChem BioAssay by Sanford-Burnham Center for Chemical Genomics.
